# Assay outcomes as filed in PubChem BioAssay.
# Cycloheximide cs: Cycloheximide Counterscreen for Small Molecule Inhibitors of Shiga Toxin; max response, %; 300,000 tested, 12% active; cell reporter, cycloheximide protein synthesis inhibition counterscreen; in the data active means max response mostly above about 13%, no sharp cut-off; inactive means mostly below about 14%; further: read at 38.3 µM for the half of the compounds with a filed dose; 0% is about no effect
# AmpC inh no detg: qHTS Inhibitors of AmpC Beta-Lactamase (assay without detergent); Potency, µM (titrated, usually from 57.1 µM), inactives show at the highest dose activity change, negative = inhibition, actives largely listed as inhibitors; AmpC nitrocefin hydrolysis, absorbance 480 nm, 0.0001% Triton; P00811; 330,000 tested, 0.52% active;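 further: potency means the concentration at half of the fitted maximal effect; plate controls were no compound for no effect and no enzyme for full effect; nearly all actives have a fitted effect of over 20% in size; some results filed as inactive show a strong effect at the top dose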
# Target sequence (P00811 whole entry, looked up): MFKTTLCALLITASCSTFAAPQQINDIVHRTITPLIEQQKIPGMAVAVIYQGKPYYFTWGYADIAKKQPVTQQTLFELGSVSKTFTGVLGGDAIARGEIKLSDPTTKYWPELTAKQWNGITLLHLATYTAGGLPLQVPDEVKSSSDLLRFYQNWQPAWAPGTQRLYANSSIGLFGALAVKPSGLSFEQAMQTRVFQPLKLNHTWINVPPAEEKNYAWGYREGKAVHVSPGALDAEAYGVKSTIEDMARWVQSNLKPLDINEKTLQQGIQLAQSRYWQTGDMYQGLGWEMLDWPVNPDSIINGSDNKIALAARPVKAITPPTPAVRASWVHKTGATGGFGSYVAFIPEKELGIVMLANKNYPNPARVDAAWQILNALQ
#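 20 mM phosphate pH 7.0 + 0.01% (detergent screen) or 0.0001% Triton X-100; 5.3 nM AmpC reagent; cpd preinc 15 min RT; nitrocefin (800 uM stock) to start; A480 q20 s × 4 min; Activity was normalised to no-enzyme and no-compound control wells.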
# FBPA Giardia inh: qHTS Assay for Inhibitors of Fructose-1,6-bisphosphate Aldolase from Giardia Lamblia; A8B2U2; purified Giardia FBPA; Potency, µM (doses to about 59.6 µM), without a hit: at the highest dose activity, negative = inhibition, most hits filed as inhibitors; 290,000 tested, 0.71% active; AID 2451, 2010; further: potency means the concentration at half of the fitted maximal effect; on the % scale 0 is the no-effect control and ±100 the full control effect; nearly all actives have a fitted effect of over 55% in size
# Target sequence (A8B2U2 whole entry, looked up): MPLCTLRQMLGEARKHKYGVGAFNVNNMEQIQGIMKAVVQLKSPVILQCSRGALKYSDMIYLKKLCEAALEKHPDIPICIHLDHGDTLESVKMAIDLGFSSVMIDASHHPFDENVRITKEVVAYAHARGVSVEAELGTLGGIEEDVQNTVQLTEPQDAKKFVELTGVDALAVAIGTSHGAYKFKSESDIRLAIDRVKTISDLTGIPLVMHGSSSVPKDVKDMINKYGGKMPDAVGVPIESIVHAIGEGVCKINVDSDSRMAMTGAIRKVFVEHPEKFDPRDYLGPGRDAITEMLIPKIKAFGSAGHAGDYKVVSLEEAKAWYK
#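 40 nM FBPA preincubated 10 min at RT with compound (up to 57.5 uM final), then substrate plus GAPDH/TPI/NAD/arsenate coupling and diaphorase/resazurin added. Fluorescence read after 20 min at RT, 525/598 nm.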
# HCMV inh: qHTS Assay for inhibitors of the human cytomegalovirus (HCMV); HFF cells, HCMV-luciferase reporter, 72 h; stronger effect = lower value; AID 1259415, 2018; 410,000 tested, 4.5% active; activity change, negative = inhibition, % at 57.5 µM; in the data active means activity change below about -60%; inconclusive means no clear call, values can overlap the other calls; inactive means above about -39%; further: on the % scale 0 is the no-effect control and ±100 the full control effect
#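 Steps: HFFs plated, 16 h 37C; compounds added; HCMV-luciferase added to MOI 1 PFU/cell; 72 h 37C; OneGlo reagent, 5 min room temperature; luminescence read, normalized to controls.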
# Shiga toxin inh: A qHTS for Small Molecule Inhibitors of Shiga Toxin; Vero cells, Shiga toxin protein synthesis inhibition reporter; inhibition, % at 38.7 µM; 290,000 tested, 9.2% active; AID 2315, 2010; in the data active means inhibition mostly above about 28%, no sharp cut-off; inactive means mostly below about 43%; further: 0% is about no effect
# AMA1 RON2 block: qHTS for Inhibitors of AMA1-RON; Towards Development of Antimalarial Drug Lead: Primary Screen; Plasmodium falciparum AMA1 (3D7) - RON2 peptide interaction; AlphaScreen AMA1-biotinylated RON2 peptide binding; Potency, µM (series often up to 58.2 µM), for the others: top-dose activity change, negative = inhibition, hits mostly inhibitors; 360,000 tested, 0.2% active; AID 720542, 2013;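 further: potency means the concentration at half of the fitted maximal effect; 0% = vehicle wells and -100% = peptide control; nearly all actives have a fitted effect of over 45% in size; some results filed as inactive show a strong effect at the top dose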
#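 AMA1 (3D7) with his tag at 25 nM final met compounds first, then biotinylated RON2 peptide at 25 nM; detection used donor plus acceptor beads, 10 µg/mL apiece, read by AlphaScreen after 30 min at room temperature.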
# AmpC inh detg: qHTS Inhibitors of AmpC Beta-Lactamase (assay with detergent); AID 485294, 2010; AmpC hydrolysis of nitrocefin, absorbance 480 nm, 0.01% Triton; P00811; Potency, µM (titrated, usually from 114 µM), inactives show at the highest dose activity change, negative = inhibition, actives largely listed as inhibitors; 370,000 tested, 0.041% active;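 further: potency means the concentration at half of the fitted maximal effect; 0% = no-compound wells and -100% = no-enzyme wells; nearly all actives have a fitted effect of over 25% in size; some results filed as inactive show a strong effect at the top dose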
#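 20 mM phosphate pH 7.0 + 0.01% (detergent screen) or 0.0001% Triton X-100; 5.3 nM AmpC reagent; cpd preinc 15 min RT; nitrocefin (800 uM stock) to start; A480 q20 s × 4 min; Activity was normalised to no-enzyme and no-compound control wells.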
# An asterisk follows results filed as active; u = inconclusive; x = no result given; [ ] = another dose, or the depositor's remark. Unless noted, the call rests on the fitted dose curve; in most records, active means well fitted curve in the direction sought with a large enough effect; inconclusive means small, poorly fitted or top-dose-only effect, or another doubt; inactive means no such curve, though single readings can be large; an effect the other way counts as inactive or inconclusive.
smiles	Cycloheximide cs	AmpC inh no detg	FBPA Giardia inh	HCMV inh	Shiga toxin inh	AMA1 RON2 block	AmpC inh detg
CCCN(C(=O)c1nc2nc(C)cc(C)n2n1)c1c(N)n(Cc2ccccc2)c(=O)[nH]c1=O	x	-17%	x	66	x	-1%	5%
COc1cc2cc(C(=O)N3CCN(Cc4ccc5c(c4)OCO5)CC3)c(=O)oc2cc1OC	0	93%[activator]	1%	-37	-7	-10%	-8%
CC(C)NC(=O)CSc1nc2ccccc2n1CC(=O)N1CCc2ccccc21	-1	22%	-7%	38	-7	0%	u
NNC(=O)COc1ccc(-c2nccc(-c3ccc(F)cc3)n2)cc1	1	97%[activator]	16%	-16	-4	74%[activator]	3%
COC(=O)[C@@]1(Cc2ccc(OC)cc2)[C@H]2c3cc(C(=O)N4CCCC4)n(CCN4CCNC4=O)c3C[C@H]2CN1C(=O)c1ccccc1	-1	336%[activator]	-6%	x	-8	x	-14%
COc1ccc(S(=O)(=O)N(CC(=O)NC2CC3CCC2C3)c2ccccc2OC)cc1 (stereo unspecified)	-3	65%[activator]	-3%	-26	9	12%	-9%
COCCn1c(N)c(C(=O)NS(=O)(=O)c2ccc(C)cc2)c(=O)[nH]c1=O	1	-14%	7%	1	2	-8%	-4%
CC1CCN(c2oc(-c3ccccc3Cl)nc2C#N)CC1	37*	-11%	2%	-8	99*	u	u
COc1ccc(N=N/C(=C\O)C(=O)c2ccco2)cc1	40*	-17%	3%	-35	84*	-5%	-13%
O=C(CN1CCN(c2ccccc2F)CC1)c1ccc(O)c(O)c1	2	-30%	u	56	10	75%[activator]	-2%
COc1ccc(C(=O)N2CCCC(O)C2)cc1OC1CCN(C(C)C)CC1 (stereo unspecified)	-2	-4%	x	41	-18	25%	2%
CN(C)c1ccc(C(=O)OCC(=O)Nc2ccc(N3CCOCC3)cc2)cc1	-1	-17%	3%	u	28	-1%	0%
O=C(c1ccco1)N(Cc1cccc(Br)c1)C1CCS(=O)(=O)C1 (stereo unspecified)	-2	17%	x	-9	-3	4%	-9%
CN(/N=C/C=C/c1ccccc1)C1=NS(=O)(=O)c2ccccc21	1	-18%	-5%	8	-9	7%	u
O=C(C1CCCCC1)N1CCC(O)(c2ccc(Cl)cc2)CC1	-6	19%	-6%	x	-4	-4%	-2%
COc1ccc(CCNC(=O)COc2ccc(-c3ccccc3)cc2)cc1OC	-2	8%	-3%	-34	9	2%	10%
CCC(CC)c1nn2c(N)c(/C=C3\C=Nc4ccccc43)c(=O)nc2s1	-3	-24%	2%	-2	-6	1%	5%
N/C(=N\OC(=O)Cc1ccc([N+](=O)[O-])cc1)c1ccc([N+](=O)[O-])cc1	2	-25%	2%	26	-7	-3%	-1%
Cn1nnnc1SCC(=O)N1CCOCC1	2	-17%	1%	21	-6	11%	-3%
CCOc1cc(/C=C\[N+](=O)[O-])ccc1OCC(=O)Nc1ccccc1C	-3	-10%	-3%	x	-32	-10%	1%
O=C(CN1CC(c2ccccc2)CC1=O)OCc1cccc(Br)c1 (stereo unspecified)	-4	23%	2%	-6	-15	3%	u
CCOC(=O)c1ccc(NC(=O)CNC(=O)c2ccco2)cc1	-1	-17%	-3%	25	-21	-6%	-9%
O=C(CN1C(=O)NC2(CCOc3ccccc32)C1=O)c1cccs1 (stereo unspecified)	x	-17%	x	16	x	6%	x
CNC(=O)c1cc(NC(=O)CCn2nc(-c3ccccc3)c3ccccc3c2=O)ccc1OC	-1	49%	1%	49	9	-7%	-4%
NNC(=O)c1sccc1OCc1cccc(C(F)(F)F)c1	8	-9%	-7%	-23	24	58%[activator]	-9%
O=[n+]1cc(-c2cccc3ccccc23)n([O-])c2c1CCC2	9	1%	-4%	-2	-18	-4%	-7%
CCOc1ccc(C(C(=O)Nc2ccc(F)cc2)N(C(=O)Cn2nnc3ccccc32)C2CC2)cc1 (stereo unspecified)	8	12%	-3%	0	3	-12%	-2%
Cn1nc(C(=O)NC2CCCc3ccccc32)ccc1=O (stereo unspecified)	-6	1%	1%	-32	-16	8%	2%
Cc1ccc(S(=O)(=O)N2CCCN(Cc3nc4ccccc4c(=O)[nH]3)CC2)cc1	x	3%	x	1	x	1%	u
CC1(c2cc([N+](=O)[O-])cc([N+](=O)[O-])c2)CC(C)(C)N(C(=O)c2ccccc2)c2ccccc21 (stereo unspecified)	-4	-48%	1%	2	-8	-29%	-18%
CC(=O)c1nn(-c2cccc(Br)c2)cc1C(=O)c1ccc(C)cc1	-7	-12%	-2%	-69*	-26	-11%	-11%
O=C(O)c1cc2ccccc2c(N=Nc2cccnc2)c1O	-3	213%[activator]	6%	x	-2	1%	-20%
O=C(O)c1cc(S(=O)(=O)N2CCOCC2)c(Sc2ccccn2)cc1Sc1ccccn1	1	-19%	8%	6	25	17%	u
O=C(COc1ncnc2sccc12)Nc1ccc(F)cc1F	2	-23%	0%	u	-9	10%	3%
CC1CCN(c2nc3c(c(=O)[nH]c(=O)n3C)n2Cc2ccccc2)CC1	-3	-17%	11%	-38	7	-5%	-4%
CCCCNC(=O)c1ccc(SCC(=O)N(CC)CC)c([N+](=O)[O-])c1	2	-6%	9%	0	-2	11%	1%
Cc1nn(C)c(C)c1CN(Cc1nc(CCC(C)C)no1)C(C)C	2	98%[activator]	0%	-83*	-2	-1%	6%
Cc1ccc2cc(C#N)c(N3CCCN(S(=O)(=O)c4ccccc4)CC3)nc2c1	-3	-18%	-21%	-22	1	41%[activator]	-16%
O=c1c2ccc([N+](=O)[O-])cc2ncn1CCOc1ccccc1	20*	-7%	-7%	27	54*	-1%	4%
Cn1nc(C(=O)N2CCCc3ccccc32)c2ccccc2c1=O	1	-7%	0%	-13	-6	-1%	-8%
N#C/C(=C\c1ccc(O)cc1)C(=O)N1CCCC1	10	-45%	6%	-31	21	3%	-3%
COc1ccccc1C1CC(c2ccccc2)=NN1C(=S)Nc1ccccc1 (stereo unspecified)	14	-8%	-5%	86	5	-9%	-1%
CCCCCCCCS(=O)CCC(=O)O (stereo unspecified)	2	-4%	7%	-18	15	3%	0%
S=c1[nH]nc(-c2cc(-c3ccccc3)n[nH]2)n1/N=C/C=C/c1ccccc1	6	u	2%	-8	36	69%[activator]	9%
CCn1cc([N+](=O)[O-])c(C(=O)N2N=C(c3ccc(OC)cc3OC)CC2c2ccccc2O)n1 (stereo unspecified)	12	5%	31%	24	25	-9%	u
O=C1Nc2cc(Cl)c(Cl)cc2N(O)N1c1ccccc1	30*	-30%	2%	-30	20	-4%	-3%
CCOC(=O)c1c(C)nc2sc(C(N)=O)c(N)c2c1-c1ccc(OC)cc1	0	8%	15%	u	-18	-3%	0%
O=C(c1ccncc1)N1CCN(c2ccc3ccccc3n2)CC1	9	3%	2%	u	-6	-3%	-13%
CCCCCCCC1=CC2=CC(=O)C(C)(OC(C)=O)C(=O)C2=CN1CCc1ccccc1 (stereo unspecified)	-2	30%	u	x	-8	x	-3%
Cc1cnc(CN(C)C(=O)c2cc(COc3c(F)cccc3F)on2)[nH]1	-2	15%	-1%	-30	-3	-5%	-1%
Cc1cccc(N2CC(C(=O)Nc3cccc(S(=O)(=O)N4CCCCC4)c3)CC2=O)c1C (stereo unspecified)	x	42%	x	u	x	-6%	0%
Cc1ccc(C(=O)Nc2ccccc2NC(=O)c2ccc(C)o2)o1	2	-28%	0%	-7	2	6%	u
COc1cccc(CN2C(=O)CN(C3CCCCC3)C(=O)C2c2ccc(F)cc2)c1 (stereo unspecified)	-5	5%	0%	-16	-21	-5%	-2%
Cc1cc(OC(C)C(=O)NCCN2CCOCC2)c2c(C)cc(=O)oc2c1 (stereo unspecified)	10	2%	12%	11	2	-19%	-7%
NS(=O)(=O)c1ccc(CCNC(=O)NC2CCCCC2)cc1	-1	-15%	7%	0	-8	-7%	3%
Nc1nonc1C(=O)N/N=C/c1cc(Br)ccc1O	32*	-26%	0%	-8	82*	-9%	-3%

# Further structures:
smiles	Cycloheximide cs	AmpC inh no detg	FBPA Giardia inh	HCMV inh	Shiga toxin inh	AMA1 RON2 block	AmpC inh detg
Cc1nc2ccccc2n1CCC(=O)O	-2	-3%	-3%	-3	-9	4%	4%
CC(=O)O/N=C(\N)Cc1ccc(-c2csnn2)cc1	4	-10%	4%	-3	8	-1%	6%
CNC(=O)CSc1nc2[nH]ncc2c(=O)[nH]1	-6	-9%	2%	17	6	-2%	u
CC(=O)c1cc(CC=C(C)C)c(O)c(CC=C(C)C)c1O	-4	-10%	4%	0	-6	7%	5%
Cc1ccc(NC(=O)C2CCCN2S(=O)(=O)c2ccc3c(c2)n(C)c(=O)c(=O)n3C)c(C)c1 (stereo unspecified)	-2	36%	-3%	-22	-11	7%	-3%
Cn1nc(C(F)(F)F)c(-c2cccc(C(F)(F)F)c2)c1NC(=O)c1ccco1	-2	60%[activator]	-4%	-71*	13	-8%	-4%
CS(=O)(=O)NN1C(=O)c2ccccc2NC1c1ccccc1 (stereo unspecified)	25*	-15%	4%	-3	34*	-3%	3%
CCC(C)NS(=O)(=O)c1ccc(OCC(=O)NCc2cccnc2)cc1 (stereo unspecified)	-5	-15%	9%	-10	-8	-4%	-15%
CS(=O)(=O)NC(=O)CCC/C=C\C[C@H]1C(=O)C[C@@H](O)[C@@H]1/C=C/[C@@H](O)COc1ccccc1	-7	x	7%	x	-13	x	x
CC(C)(O)C#Cc1ccc(C(=O)N2CCN(c3ccc(Cl)cc3)CC2)cc1	-3	116%[activator]	0%	-27	2	3%	u
OC1(c2ccc3c(c2)OCO3)CCN(Cc2ccccn2)CC1	1	-25%	-6%	1	-23	58%[activator]	-9%
CCOC(=O)C1CCN(S(=O)(=O)c2ccc(-c3ccccn3)s2)CC1	-3	19%	8%	24	-7	1%	1%

# Fetched one by one from the list above:
smiles	Cycloheximide cs	AmpC inh no detg	FBPA Giardia inh	HCMV inh	Shiga toxin inh	AMA1 RON2 block	AmpC inh detg
CS(=O)(=O)NC(=O)CCC/C=C\C[C@H]1C(=O)C[C@@H](O)[C@@H]1/C=C/[C@@H](O)COc1ccccc1	-7	x	7%	x	-13	x	x
CCOC(=O)C1CCN(S(=O)(=O)c2ccc(-c3ccccn3)s2)CC1	-3	19%	8%	24	-7	1%	1%
OC1(c2ccc3c(c2)OCO3)CCN(Cc2ccccn2)CC1	1	-25%	-6%	1	-23	58%[activator]	-9%
